TbPYK inhibitor: qHTS of Trypanosoma Brucei Inhibitors | pyruvate kinase (Trypanosoma brucei), Q57TT1 | TbPYK enzyme, Kinase-Glo Plus ATP luminescence, 45 min | Potency, µM (doses to about 76.8 µM), for inactives: at the top dose activity, negative = inhibition, hits mostly inhibitors | hit rate 0.12% among 410,000 | AID 624173, 2012; further: nearly all actives have a fitted effect of over 50% in size
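Assay buffer: 50 mM TEA pH 7.2, 100 mM KCl, 10 mM MgCl2, 0.05% BSA, 0.01% Tween-20. Pyruvate kinase from T. brucei plus substrate met compound, then ADP (130 uM final). Luminescence was read post 45 min RT.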
Sm TGR inh: qHTS Assay for the Inhibitors of Schistosoma Mansoni Peroxiredoxins; Potency, µM (titrated, usually from 114 µM), without a hit: at the top dose activity change, negative = inhibition, usual class: inhibitors; hit rate 3% among 360,000; purified TGR, DTNB reduction, TNB absorbance 405 nm; Schistosoma mansoni thioredoxin glutathione reductase (TGR), Q962Y6; further: nearly all actives have a fitted effect of over 60% in size
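First, TGR (20 nM dispensed) and NADPH were mixed with compound. Second, a 15 min room-temperature incubation followed. Third, further NADPH and then DTNB were added to start the reaction. Finally, TNB absorbance was monitored kinetically.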
* hit, by the source's call; ? = inconclusive; [ ] = dose if it differs, or a comment. The call rests on the fitted dose curve; in most records, active means well fitted curve in the direction sought with a large enough effect; inconclusive means small, poorly fitted or top-dose-only effect, or another doubt; inactive means no such curve, though single readings can be large; an effect the other way counts as inactive or inconclusive. On the % scale 0 is the no-effect control and ±100 the full control effect; potency means the concentration at half of the fitted maximal effect. The list is partial; the hit share may differ from the screen's.

1: O=C(Nc1nc2n(n1)C(c1ccc(F)cc1)C=C(c1ccccc1)N2)c1cccc([N+](=O)[O-])c1 (stereo unspecified)
2: CCOc1ccc(-c2cc(C(=O)NCCc3ccc(OC)c(OC)c3)c3c(-c4ccc(F)cc4)[nH]nc3n2)cc1
3: CCCCN(Cc1ccccc1)S(=O)(=O)c1cc(Br)cc2c1N(C(C)=O)CC2
4: O=C(CSC1=Nc2ccccc2N=C(c2ccc(F)cc2)C1)NCc1ccc(Cl)cc1
5: Nc1c(-c2nc(-c3cccs3)no2)nnn1-c1ccccc1Cl
6: CCOc1ccc(NC(=O)c2ccc(NC(=O)N3CCSc4ncccc43)cc2)cc1
7: COc1ccc(OC)c(NC(=O)CN2CCCN(Cc3cc(C)ccc3C)S2(=O)=O)c1
8: Cc1nc2ncnn2c(C)c1CCC(=O)NCc1ccc(Cl)cc1

assay / entry	1	2	3	4	5	6	7	8
TbPYK inhibitor	-8.0%	-8.0%	-18.6%	-0.5%	-10.2%	-0.8%[15.4 µM]	-2.7%[15.4 µM]	4.3%
Sm TGR inh	1.8%	-4.3%	-11.8%	-0.2%	2.1%	0.4%	0.3%	-3.1%

9: CCOc1ccc(CNC(=O)C2Cc3ccccc3N2C(=O)CC)cc1OC (stereo unspecified)
10: CC(C(=O)NCc1cccc(Br)c1)n1ncn2cccc2c1=O (stereo unspecified)
11: O=[N+]([O-])c1cc(-c2nc(-c3cccnc3)no2)ccc1NCc1ccccc1
12: COc1ccccc1CCNC(=O)C(=O)NCC(c1cccs1)S(=O)(=O)c1ccc(C)cc1 (stereo unspecified)
13: O=C(Nc1ccc2oc(-c3cccnc3)nc2c1)c1ccc(-c2ccc(OC(F)(F)F)cc2)o1
14: COc1ccc2c(c1)c(=O)c(S(=O)(=O)c1ccc(Cl)cc1)cn2Cc1cc(C)ccc1C
15: COc1ccc(CCNC(=O)c2nc(SCc3ccc(C)cc3)ncc2Cl)cc1OC
16: CCOC(=O)c1c(C)[nH]c(CCC(=O)Nc2ccccc2OCC)c1C

assay / entry	9	10	11	12	13	14	15	16
TbPYK inhibitor	1.9%	-4.2%	3.3%	0.3%	-8.5%	-6.7%	-10.3%	0.4%
Sm TGR inh	4.5%	-4.8%	-2.4%	?	8.91µM*	-0.7%	2.5%	3.8%

Exported as labelled records: two of the compounds above
[10] CC(C(=O)NCc1cccc(Br)c1)n1ncn2cccc2c1=O (stereo unspecified)
  TbPYK inhibitor = -4.2%; Sm TGR inh = -4.8%

[11] O=[N+]([O-])c1cc(-c2nc(-c3cccnc3)no2)ccc1NCc1ccccc1
  TbPYK inhibitor = 3.3%; Sm TGR inh = -2.4%

Looked up above.
In TbPYK inhibitor, entry 9 shows 1.9%
In Sm TGR inh, entry 2 shows -4.3%

New compounds follow.
17: CCNC(=O)c1ccc2nc(Cc3ccccc3)oc2c1
18: COc1ccc(-n2nc(C(=O)N3CCN(c4ccc(F)cc4)CC3)c3c4ccccc4n(C)c3c2=O)cc1
19: CCOC(=O)c1c(NC(=O)CS(=O)(=O)c2ccc(C)cc2)sc2c1CCCCC2
20: CCc1ccc(S(=O)(=O)c2cn(C)c3cc(F)c(F)cc3c2=O)cc1
21: Cc1ccc(NC(=O)C(=O)NCC(c2cccnc2)N2CCN(Cc3ccccc3)CC2)cc1F (stereo unspecified)
22: CCc1ccccc1NC(=O)Cn1nnc(C(=O)Nc2ccc(C)c(F)c2)c1N
23: O=C(NCc1ccccc1)C(=O)NCC(c1ccco1)S(=O)(=O)c1cccs1 (stereo unspecified)
24: CCc1ccc(C2CC(=O)c3c([nH]c(C(=O)OC4CCCC4)c3C)C2)cc1 (stereo unspecified)

assay / entry	17	18	19	20	21	22	23	24
TbPYK inhibitor	4.6%	1.9%	1.6%[15.4 µM]	-17.1%	-1.1%	-6.3%	-4.5%	-0.5%
Sm TGR inh	1.1%	-0.4%	5.3%	-5.8%	10.7%	0.7%	?	-1.5%

25: CCOC(=O)c1c(-c2ccccc2)csc1NC(=O)c1cc(-c2ccc(F)cc2)on1
26: Cc1cccc(-c2nc(Cn3c(=O)cc(-c4ccccc4)c4c(C)nn(C)c43)c(C)o2)c1
27: Cc1ccc(-n2c(=O)c3c(C)c(C)sc3n(CC(=O)c3ccc(Cl)cc3)c2=O)cc1C
28: CCS(=O)(=O)N1CC(=O)N(c2ccc(Cl)cc2C)C(C)(C(=O)NC2CCCCC2)C1 (stereo unspecified)
29: COc1ccccc1NC(=O)C1=C(C)Nc2nnnn2C1c1ccc(C(F)(F)F)cc1 (stereo unspecified)
30: Cc1nnc(N2CCC(C(=O)NCc3ccc(N(C)C)cc3)CC2)c2nn(-c3ccccc3)c(C)c12
31: Cc1cccn2c(=O)c3cc(C(=O)N(Cc4ccccc4)C(C)C)sc3nc12
32: COc1cc(NC(=O)CSc2nc(-c3ccc(C)cc3)nc3c2Cc2ccccc2O3)cc(OC)c1

assay / entry	25	26	27	28	29	30	31	32
TbPYK inhibitor	-7.5%	-4.7%	-1.0%	1.3%[15.4 µM]	-2.3%	3.8%	2.2%	-3.3%
Sm TGR inh	1.8%	4.4%	0.6%	0.2%	-0.4%	-7.2%	8.4%	0.3%

4 compounds drawn at random from the list so far:
32: COc1cc(NC(=O)CSc2nc(-c3ccc(C)cc3)nc3c2Cc2ccccc2O3)cc(OC)c1
27: Cc1ccc(-n2c(=O)c3c(C)c(C)sc3n(CC(=O)c3ccc(Cl)cc3)c2=O)cc1C
25: CCOC(=O)c1c(-c2ccccc2)csc1NC(=O)c1cc(-c2ccc(F)cc2)on1
28: CCS(=O)(=O)N1CC(=O)N(c2ccc(Cl)cc2C)C(C)(C(=O)NC2CCCCC2)C1 (stereo unspecified)

assay / entry	32	27	25	28
TbPYK inhibitor	-3.3%	-1.0%	-7.5%	1.3%[15.4 µM]
Sm TGR inh	0.3%	0.6%	1.8%	0.2%

(more compounds)
33: O=C(NCc1ccccc1Cl)c1ccc(CS(=O)(=O)c2ccc(Br)cc2)o1
34: COc1ccc(CCCc2nnc(SCC(=O)Nc3cccc(F)c3C)o2)cc1
35: CC(C)OCCCNc1sc(S(=O)(=O)c2ccccc2)nc1S(=O)(=O)c1ccc(Cl)cc1
36: COc1ccc(N2CCN(C(CNC(=O)C(=O)NCc3cccnc3)c3cccnc3)CC2)cc1 (stereo unspecified)
37: Cc1ccc(-c2nc3ccccc3o2)cc1NC(=O)Cc1ccc(Cl)cc1
38: CC(=O)Nc1ccc(Nc2nc3ccc(Cl)cc3n3cnnc23)cc1
39: CC(C)C(=O)NC1CC(=O)N(c2ccc3c(c2)OCCO3)C1 (stereo unspecified)
40: CC1=C(C(=O)Nc2ccccc2)C(c2ccccn2)n2nc(SCc3ccccc3Cl)nc2N1 (stereo unspecified)

assay / entry	33	34	35	36	37	38	39	40
TbPYK inhibitor	-10.4%	-3.8%	-15.0%	-2.5%	-0.7%	0.0%	0.8%	2.4%
Sm TGR inh	-18.9%	6.2%	4.8%	-8.0%	3.0%	5.8%	6.8%	-3.3%

41: Cc1cc(C)cc(N(CC(=O)NCCc2ccc(Cl)cc2)S(=O)(=O)c2c(C)noc2C)c1
42: CC(C)CCN(C(=O)Nc1ccc(Cl)c(Cl)c1)C1CCN(C(C)C)CC1
43: Cc1ccc2[nH]c(=O)c3cc(C(=O)NCCc4ccc(Cl)cc4)sc3c2c1
44: CCOC(=O)c1cc(-c2ccccc2)n(CCC(=O)NCCc2cccc(C)c2)c1C
45: CCc1cccc(CC)c1NC(=O)c1c(C)oc2ccc(O)c(CN3CCCC3)c12
46: O=C(c1cccs1)N1CCCc2cc(NS(=O)(=O)c3ccc(Cl)cc3)ccc21
47: Cc1ccc(CNC(=O)c2cccn2-c2nnc(N3CCCCC3)s2)cc1
48: O=C(CSc1nc(-c2cccs2)nc2cc(=O)[nH]n12)Nc1ccccc1

assay / entry	41	42	43	44	45	46	47	48
TbPYK inhibitor	0.9%	4.6%	-2.0%	0.4%[15.4 µM]	-3.1%	2.1%	-12.5%[15.4 µM]	-4.0%
Sm TGR inh	5.6%	5.2%	10.9%	6.8%	2.6%	0.9%	5.4%	-10.6%

49: O=C(NCc1ccccc1Cl)c1cc2c(s1)-c1ccc(Cl)cc1SC2
50: CCCCc1nn2c(=O)cc(COC(=O)c3cccc(NC(=O)c4cccc(C)c4)c3)nc2s1
51: CCc1ccc(CNC(=O)c2c3c(nc4ccccc24)C(=O)N(C2CCCCC2)C3)cc1
52: COc1cccc(NC(=O)c2csnn2)c1
53: Cc1cccc(C(c2sc3nc(-c4ccco4)nn3c2O)N2CCN(c3ccccc3)CC2)c1 (stereo unspecified)
54: COCCCNC(=O)c1c(NC(=O)Cc2coc3cc(C)ccc23)sc2c1CCCC2
55: Cc1ccc(-n2c(=O)c3c(cnn3C)n(CC(=O)Nc3cccc(Cl)c3)c2=O)cc1
56: CCCNS(=O)(=O)c1cc(-c2nnc3c4ccccc4c(C)nn23)ccc1OC

assay / entry	49	50	51	52	53	54	55	56
TbPYK inhibitor	-9.4%	-11.4%	-5.4%	-21.5%	0.0%	0.0%	1.5%	-2.2%
Sm TGR inh	-9.6%	-1.7%	-15.5%	-7.8%	-1.2%	5.8%	5.9%	-2.3%

57: Cc1ccc(NC(=O)C(C)n2nnc3sc4c(c3c2=O)CCCC4)cc1Cl (stereo unspecified)
58: Cc1ccc(C)c(N2CCN(c3ccc(NC(=O)c4cccs4)cc3C(=O)O)CC2)c1
59: CCc1cc(=O)[nH]c(SCc2nc(-c3ccccc3)no2)n1
60: Cc1ccc(-c2c(C)n3c4c(=O)n(C)c(=O)n(C)c4nc3n2-c2cccc(O)c2)cc1
61: CCOC(=O)C1CCN(C(c2cccc(F)c2)c2c(O)cc(C)n(CCOC)c2=O)CC1 (stereo unspecified)
62: O=c1c2ccccc2nc(-c2ccc(Cl)cc2)n1CCCOc1ccccc1F
63: CCCN(C(=O)Cn1nc(Cc2cccnc2)c2ccccc2c1=O)c1ccc(C(C)C)cc1
64: Cc1nc(-c2ccc(F)cc2)sc1CCNC(=O)c1ccccc1C(F)(F)F

assay / entry	57	58	59	60	61	62	63	64
TbPYK inhibitor	-10.5%	-6.7%	4.1%	6.6%	2.7%	-16.0%	4.6%	2.8%
Sm TGR inh	-1.2%	-3.3%	-0.6%	-11.4%	17.8µM*	-3.9%	-11.0%	-9.2%

3 of these compounds in a different format:
61. CCOC(=O)C1CCN(C(c2cccc(F)c2)c2c(O)cc(C)n(CCOC)c2=O)CC1 (stereo unspecified)
  TbPYK inhibitor: 2.7% | Sm TGR inh: 17.8µM*

62. O=c1c2ccccc2nc(-c2ccc(Cl)cc2)n1CCCOc1ccccc1F
  TbPYK inhibitor: -16.0% | Sm TGR inh: -3.9%

63. CCCN(C(=O)Cn1nc(Cc2cccnc2)c2ccccc2c1=O)c1ccc(C(C)C)cc1
  TbPYK inhibitor: 4.6% | Sm TGR inh: -11.0%

The list continues.
65: COC(=O)c1ccc(NC(=O)CSc2nc(=O)[nH]c3c2CCCC3)cc1
66: CCc1ccccc1NC(=O)CCc1c(C)nc2cc(-c3ccccc3)nn2c1C
67: CCOC(=O)c1c(C)[nH]c(C)c1S(=O)(=O)N1CCC(C(=O)Nc2ccc(C)cn2)CC1
68: O=C(CSc1nc(=O)n(Cc2ccco2)c2c1CCC2)NCc1ccc(Cl)cc1
69: Cc1ccc(C(=O)N2CCN(c3cccc(Cl)c3)CC2)cc1-n1c(C)nc2cccnc21
70: CCN(C(=O)c1cc2c(=O)oc3ccccc3c2s1)c1cccc(C(F)(F)F)c1
71: Cc1cccc(CNC(=O)c2oc3c(c2C)-c2nn(Cc4cccc(Cl)c4)cc2CC3)c1
72: Cc1ccc(C)c(N2CCN(C(=O)Cn3c(=O)c4cccn4c4ccc(F)cc43)CC2)c1

assay / entry	65	66	67	68	69	70	71	72
TbPYK inhibitor	4.8%	-1.1%	0.7%	-4.7%	0.8%[15.4 µM]	-0.4%	6.9%	-3.3%
Sm TGR inh	-20.3%	-3.2%	33.0%	-31.3%	5.6%	-5.1%	2.3%	6.8%

73: Cc1cc(C)cc(NC(=O)N2CCC(N3CCN(Cc4ccccc4)C(=O)C3=O)CC2)c1
74: CC1(C)CC(=O)c2cc(-c3nc(-c4ccc(Br)cc4)cs3)c(=O)n(-c3ccccc3)c2C1
75: CN(Cc1ccccc1)c1ncnc2onc(-c3ccc(F)cc3)c12
76: O=C(O)CSc1c2c(nc3cc(C(=O)Nc4ccc(F)c(Cl)c4)ccc13)CCC2

assay / entry	73	74	75	76
TbPYK inhibitor	-7.4%	3.1%	-5.5%	-0.7%
Sm TGR inh	?	8.1%	1.5%	-10.4%

Screening data deposited in PubChem by National Center for Advancing Translational Sciences (NCATS).
